# Source: PubChem
# S3 lipid droplet – qHTS Assay for Lipid Storage Modulators in Drosophila S3 Cells; lipid storage change, negative = inhibition, % at the top dose, mostly 46.1 µM; hits show Potency in µM; hit rate 0.64% among 320,000; Drosophila S3 cells, BODIPY lipid droplet fluorescence, 18-24 h; cells fed with added oleic acid; active = well fitted inhibition curve with a large enough effect in the signal ratio, with a control signal flat, not every such curve was filed as active; inconclusive = small, poorly fitted or top-dose-only effect, or effect the other way, or a change in a side signal; the % refers to the signal ratio
#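 Drosophila S3 cells loaded with oleic acid (400 uM, as added) and compounds at several concentrations; lipid droplets imaged by 488-nm laser-scanning cytometry, 500–530 nm intensity and object ratio to cell channel. Percent activity normalized to 20 uM Triacsin C.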
# S3 lipid droplet cell count max – also measured in S3 lipid droplet; calls as there; cell number change, %; measured here: cell count max response;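 cells counted by Cell Tracker Red CMTPX staining in the red channel; peak over a dose series mostly up to 46.1 µM; percent activity relative to internal control wells on each plate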
# Starred values were filed as active, the others as inactive; i = inactive; ? = inconclusive; . = not tested or not shown. % is set by controls: 0 for no effect and ±100 for the full control effect; potency is the fitted concentration of half-maximal effect. Not all compounds are listed; the hit share may differ from the screen's.
# Each structure is followed by: S3 lipid droplet cell count max	S3 lipid droplet
> CCC(=O)Nc1ccc(NC(=O)CSc2nnnn2C2CCCC2)cc1C
    .	?
> Cc1cc(C(=O)CSc2nnnn2-c2ccccc2)c(C)n1CCc1ccccc1
    .	?
> O=C(Nc1ccnn1C1CCN(C2CCCCC2)CC1)c1cccc(F)c1
    0.2	5.7%
> Cc1cnccc1CNC(=O)CC1C(=O)NCCN1CC(C)(C)C (stereo not drawn)
    .	?
> CCn1nnc(NC(=O)c2cccnc2Cl)n1
    .	?
> CC(NC(=O)CN(c1cccc(C(F)(F)F)c1)S(C)(=O)=O)c1ccccc1 (stereo not drawn)
    .	?
> Cc1cccc(C(=O)NC2CCCc3ccccc32)c1 (stereo not drawn)
    6.3	4.8%
> Cn1nnnc1NCc1cccc(Cl)c1Cl
    .	?
> COc1ccc(Cn2cc([N+](=O)[O-])nc2C)cc1[N+](=O)[O-]
    .	?
> CNS(=O)(=O)c1ccc(NC(=O)Nc2ccc3c(c2)OCO3)cc1
    .	?

# Further compounds follow:
# Each structure is followed by: S3 lipid droplet cell count max	S3 lipid droplet
> CCOC(=O)c1sc(NC(=O)CSc2nnnn2-c2ccccc2)c(C(=O)OCC)c1C
    .	?
> CCC(=O)NC(c1ccccc1)c1c(OC(C)=O)ccc2ccccc12 (stereo not drawn)
    5.4	0.0%
> COc1ccccc1N1CCN(S(=O)(=O)CCNC(=O)CC2CCCCC2)CC1
    .	?
> Cc1ccc(-n2nc3c(=O)n(C(C)C(=O)NCc4ccco4)nc(C)c3c2C)cc1 (stereo not drawn)
    .	?
> O=C(Nc1ccc2c(c1)OCO2)C1CC(=O)N(c2ccc(F)cc2)C1 (stereo not drawn)
    .	?
> O=C(C1CCCN(Cc2ccc(F)cc2)C1)N1CCCCC1 (stereo not drawn)
    .	?
> COCCn1c(SCC(=O)N2CCCC2)nnc1-c1ccco1
    .	?
> O=C(NC1CCCC1)C1CC(=O)N(c2ccccc2)C1 (stereo not drawn)
    -5.6	i
> CC(C)(C)n1cnc2cc(NC(=O)c3ccco3)ccc21
    .	?
> N#Cc1ccc(-c2cccnc2)nc1SCc1ccc(Cl)cc1Cl
    .	?

# More compounds follow:
# Each structure is followed by: S3 lipid droplet cell count max	S3 lipid droplet
> Cn1cccc1Cc1nnc(SCC(=O)NCc2ccc3c(c2)OCO3)n1CCc1ccccc1
    .	?
> CCOC(=O)CCCCNCc1ccccc1
    -0.8	-3.0%
> Clc1ccc(SCCOCCN2CCc3ccccc3C2)cc1
    .	?
> CCOC(=O)C(NC(C)=O)(Nc1cccc(F)c1)C(F)(F)F (stereo not drawn)
    -1.4*	4.11µM*
> COc1ccc(C(=O)Cn2c(=N)n(C)c3ccccc32)cc1
    11.7	2.0%
> COC(=O)c1ccc(COc2ccccc2/C=C/C(=O)c2ccc(OCC(=O)O)cc2)cc1
    12.1	i
> CCCc1nc2ccc(NC(=O)NCCC(=O)OCC)cc2c(=O)n1Cc1ccc(Cl)cc1
    .	?
> CSc1ccc(/C=N/N2CCN(Cc3ccc(Cl)cc3)CC2)cc1
    .	?
> CCOC(=O)C1CCN(c2nc3ccccc3nc2C(C#N)C(=O)OCCOC)CC1 (stereo not drawn)
    .	?
> O=C(N/N=C/c1ccccn1)c1sc2ccccc2c1Cl
    -7.0	-17.5%

# The closing 4 compounds of the section before come first, to join the parts:
# Each structure is followed by: S3 lipid droplet cell count max	S3 lipid droplet
> CCCc1nc2ccc(NC(=O)NCCC(=O)OCC)cc2c(=O)n1Cc1ccc(Cl)cc1
    .	?
> CSc1ccc(/C=N/N2CCN(Cc3ccc(Cl)cc3)CC2)cc1
    .	?
> CCOC(=O)C1CCN(c2nc3ccccc3nc2C(C#N)C(=O)OCCOC)CC1 (stereo not drawn)
    .	?
> O=C(N/N=C/c1ccccn1)c1sc2ccccc2c1Cl
    -7.0	-17.5%
> COc1cccc(CNS(=O)(=O)/C=C/c2ccc(OC)c(OC)c2)c1
    .	?
> CC(=O)c1cccc(NC(=O)C2=CC(c3ccc4c(c3)OCO4)=NS(=O)(=O)N2C)c1
    .	?
> COc1ccc(NC(=O)Cn2nnc(C(=O)NCc3ccco3)c2N)c(OC)c1
    .	?
> Cc1ccc(C)c(C(=O)COC(=O)c2cc(Cl)nc3ccccc23)c1
    .	?
> Cc1ccc(C)c(S(=O)(=O)N2CCN(C(=O)c3ccccc3Cc3ccccc3)CC2)c1
    .	?
> NCCCCCC(=O)O
    -2.5	-1.1%
> CN(C(=O)COC(=O)/C=C/c1ccc(Cl)c(Cl)c1)c1c(N)n(Cc2ccccc2)c(=O)[nH]c1=O
    .	?
> O=C(CNS(=O)(=O)c1ccc(Br)cc1)N1CCN(c2ccc(F)cc2)CC1
    -12.8	-10.5%
> C=CCn1c(-c2ccc(Cl)cc2)c[nH]c1=S
    -28.7	12.4%
> Cc1ccc(C(=O)N2CCN(S(C)(=O)=O)C2)cc1
    .	?

# Later entries:
# Each structure is followed by: S3 lipid droplet cell count max	S3 lipid droplet
> Cc1ccc(C2C(C#N)=C(N)Oc3cc(N)ccc32)cc1 (stereo not drawn)
    .	?
> CCn1c(O)c(C=Nc2ccccc2)sc1=S
    16.3	4.9%
> CN1CCN(c2cc(C(F)(F)F)nc3ccc(F)cc23)CC1
    1.0	3.0%
> COc1ccc(NC(=O)CCS(=O)(=O)c2cccc3nonc23)cc1Cl
    .	i
> O=c1oc2ccc3ccccc3c2cc1-c1nnc(-c2ccccc2)o1
    .	?
> CCOc1ccc(N(CC(=O)Nc2cccc(F)c2)S(=O)(=O)c2c(C)noc2C)cc1
    .	?
> CC(C)NC(=O)CSc1nc(-c2cccs2)cc(-c2ccccc2)c1C#N
    4.5	0.1%
> CCN(C(=O)c1cnc(NC(C)C)cc1C(F)(F)F)c1ccc(Cl)cc1
    9.9	7.1%
> COCCCN1C(=O)C(=O)/C(=C(/O)c2ccc(S(=O)(=O)N3CCOCC3)cc2)C1c1cccc(Cl)c1 (stereo not drawn)
    .	?
> O=C(CC1N=C2c3ccccc3N=C(SCc3ccc(Cl)cc3)N2C1=O)NCc1ccco1 (stereo not drawn)
    .	?

# (more compounds)
# Each structure is followed by: S3 lipid droplet cell count max	S3 lipid droplet
> COc1ccc(S(=O)(=O)N(C)CC(=O)NCCC2=CCCCC2)cc1OC
    23.1	i
> Cc1ccsc1C(=O)N1CCCC(CO)(Cc2ccccc2)C1 (stereo not drawn)
    -21.6	-9.3%
> Cc1cc(N2CCN(C)CC2)nc2ccc(NC(=O)CCC(=O)NCCCOC(C)C)cc12
    .	?
> C=C(C)COc1ccc(-c2n[nH]c(C)c2-c2ccc(OC)c(OC)c2)c(O)c1
    .	?
> COc1cc(C(CCN2CCCC(C)C2)c2c(OC)cc(OC)c3c2OC(=O)CC3c2ccc(N(C)C)cc2)cc(OC)c1OC (stereo not drawn)
    1.3	10.7%
> N#C/C(=C/c1ccc(CNS(=O)(=O)c2ccccc2)o1)C(=O)NCc1ccccc1
    .	?
> Cc1ccc(C(=O)OCC(=O)c2ccc(CC(=O)N3CCOCC3)s2)cc1C
    0.7	-9.0%
> Cc1ccc(C2C(C#N)=C(N)N(N(C)C)C3=C2C(=O)CCC3)cc1 (stereo not drawn)
    -6.4	-19.7%
> COc1ccc(N2CC(C(=O)Nc3cccc(OC(C)C)c3)CC2=O)cc1 (stereo not drawn)
    14.9	-4.7%
> COCCn1c(=NC(=O)c2ccc3c(c2)OCO3)c(C#N)cc2c(=O)n3cccc(C)c3nc21
    0.0	10.9%

# The list continues.
# Each structure is followed by: S3 lipid droplet cell count max	S3 lipid droplet
> COc1ccc(NS(=O)(=O)c2cccc(C(=O)NNC(=O)c3ccc(=O)[nH]c3)c2)cc1
    .	?
> O=C(CCc1nc2ccccc2s1)OCC(=O)c1ccccc1
    2.5	-0.3%
> O=C(Nc1nnc(C(F)(F)F)s1)c1cccnc1
    -18.0	-7.4%
> COc1ccccc1C(c1c(N)n(C)c(=O)n(C)c1=O)C(C)[N+](=O)[O-] (stereo not drawn)
    0.7	-7.7%
> O=C(NCC(c1ccco1)N1CCc2ccccc2C1)C(=O)Nc1ccccc1 (stereo not drawn)
    .	?
> O=C(c1sc2cc(F)ccc2c1Cl)N1CCN(c2cccc(Cl)c2)CC1
    17.1	9.9%
> CC1=NN(c2ccccc2)C(=O)C1/C=C1/NC(=S)NC1=O (stereo not drawn)
    .	?
> COc1ccc(-c2c(C)n([O-])c(C)c(C)[n+]2=O)cc1OC
    .	?
> CCN(CC)C1CCN(Cc2cn[nH]c2-c2ccc(OC)c(F)c2)C1 (stereo not drawn)
    7.2	5.2%
> N#Cc1ccc(-c2ccc3c(c2)OCO3)nc1SCC(=O)OCc1ccccc1
    .	?

# Next entries follow:
# Each structure is followed by: S3 lipid droplet cell count max	S3 lipid droplet
> COc1cccc(N2CC(C(=O)Nc3nnc(SCC(=O)Nc4ccc(NC(C)=O)cc4)s3)CC2=O)c1 (stereo not drawn)
    .	?
> CC1(C)Cc2c(sc(NC(=O)COc3ccc(Cl)cc3)c2C#N)C(C)(C)N1
    4.2	i
> COc1ccc(C(=O)NCCc2ccc(C)cc2)cc1OC1CCN(C(C)=O)CC1
    .	?
> CCOC(=O)C(=O)NNc1cccc(C)c1C
    .	?
> CC1=CC(=O)N(c2ccn(C)n2)C1=O
    .	?
> O=S(=O)(NCCN1CCOCC1)c1ccc(-c2ccc(S(=O)(=O)NCCN3CCOCC3)cc2)cc1
    -17.5	6.0%
> CN(CCO)C1=CC(=O)CC(C)(C)C1
    -5.6	-7.3%
> COC(=O)c1[nH]cnc1C(=O)c1ccccc1
    .	?
> CCn1c(C)c(C(=O)c2ccccc2)c(C#N)c1C(=O)O
    -3.2	-0.8%
> CC(NC(=O)c1ccc(CS(=O)(=O)c2cccc(C(F)(F)F)c2)o1)c1ccc2c(c1)OCCO2 (stereo not drawn)
    .	?

# Next part.
# Each structure is followed by: S3 lipid droplet cell count max	S3 lipid droplet
> CC(C)(C)c1nc(SCC(=O)Nc2nc3c(s2)CCCC3)c2ccccc2n1
    8.2	1.5%
> O=C(COC(=O)CNC(=O)c1ccccc1)Nc1nnc(-c2ccccc2)o1
    -12.6	4.7%
> Cc1cccc(NC2=NCC(=O)N2Cc2cccs2)c1
    8.0	15.5%
> Cc1ccn2c(=O)c(C(=O)O)cnc2c1
    9.9	-1.4%
> CN(c1ccccc1)S(=O)(=O)c1cccc(NC(=O)CN2C(=O)NC3(CCCC3)C2=O)c1
    .	?
> O=C(Cn1cnc2c(nnn2-c2ccc(F)cc2)c1=O)N1CCCC1
    17.6	10.9%
> Cc1ccc(NC(=O)C2CCN(S(=O)(=O)c3ccc4c(c3)NC(=O)C(C)S4)CC2)c(Cl)c1 (stereo not drawn)
    7.8	i
> Cc1ccc(C)c(S(=O)(=O)N2CCN(C(=O)CSC(=S)N3CCCC3)CC2)c1
    .	?
> CCn1cc(CN2CCN(Cc3cccc(OC)c3)C(CCO)C2)c(C)n1 (stereo not drawn)
    -16.6	6.3%
> CCOc1ccc(S(=O)(=O)N2CCOCC2)c2ccccc12
    .	?

# Next records
# Each structure is followed by: S3 lipid droplet cell count max	S3 lipid droplet
> COc1ccc(NC(=O)C2C3C=CC4(O3)C2C(=O)N(CCCN2CCCC(C)C2)C4C(=O)NC2CCCCC2)cc1 (stereo not drawn)
    .	?
> COc1ccccc1C(=O)NCCC(=O)Nc1ccc(C)cn1
    .	?
> Cc1ccc(NS(=O)(=O)c2ccc(Cl)s2)nc1
    -7.9	i
> Cc1ccc(S(=O)(=O)N(C)C)cc1NC(=O)COC(=O)Cc1cccs1
    8.4	19.0%
> CCOC(=O)C1=C(COC(=O)C(CC)Oc2ccccc2)NC(=O)NC1C (stereo not drawn)
    .	?
> Cc1nn2c(-c3ccccc3)ccnc2c1-c1ccccc1
    .	?
> O=C(CN(Cc1ccccc1)S(=O)(=O)c1ccc(Br)cc1)NCc1ccco1
    .	i
> CCN(CC)S(=O)(=O)c1cccc(C(=O)NC(C(=O)Nc2nnc(C3CC3)s2)C(C)C)c1 (stereo not drawn)
    -14.5	23.2%
> CN(C(=O)c1cccc(NC(=O)c2ccccc2)c1)C1CCCCC1
    .	?
> O=C1[C@H]2[C@@H](c3ccc(F)cc3)N3C(=O)N(c4ccc(C(F)(F)F)cc4)C(=O)[C@@]3(Cc3ccccc3)[C@H]2C(=O)N1C1CCCCC1
    .	?

# (listing goes on)
# Each structure is followed by: S3 lipid droplet cell count max	S3 lipid droplet
> Oc1ccccc1C1OCC2(CO1)COC(c1ccccc1O)OC2 (stereo not drawn)
    .	?
> Cc1cc(C)n(-c2ccc(C(=O)O)cc2[N+](=O)[O-])n1
    -15.0	-11.9%
> CCOC(=O)c1c(C)[nH]c(C(=O)COC(=O)C2CC2C)c1C (stereo not drawn)
    .	?
> O=C(NCCN1CCN(c2ccccc2)CC1)C1CCN(S(=O)(=O)c2cccs2)CC1
    1.6	1.7%
> COc1ccccc1C(=O)OCC(=O)Nc1ccc(OC(F)F)cc1
    .	?
> O=C(CSc1nnc(Cc2cccs2)n1-c1ccccc1)Nc1ccc2c(c1)OCCO2
    -7.6	i
> CN(Cc1cc2ccccc2[nH]c1=O)C(=O)COc1ccccc1
    17.1	1.0%
> CCOC(=O)N1CCN(C(=O)c2nn(C)c3c2CSc2ccccc2-3)CC1
    .	?
> Cc1ccc(S(=O)(=O)Nc2ccccc2CNc2cccc(C)n2)cc1
    -17.7	-13.1%
> Cc1cc(C)c(C#N)c(SCCS(=O)(=O)Cc2ccc(Cl)cc2)n1
    .	?
> O=C(Nc1ccc(N2CCOCC2)cc1)Nc1cnsn1
    .	?
> Cc1cc(C)cc(N(CC(=O)NC2CCCC2)C(=O)CCC(=O)Nc2cc(C)ccn2)c1
    .	?
> Cc1cc(=O)oc2c(C)c(OC(C)C(=O)Nc3ccc(N4CCC(C)CC4)cc3)ccc12 (stereo not drawn)
    1.2	i
